Lipid storage S3 = qHTS Assay for Lipid Storage Modulators in Drosophila S3 Cells | Drosophila S3 cells, BODIPY lipid droplet fluorescence, 18-24 h; cells fed with added oleic acid | lipid storage change, negative = inhibition, % at the top dose, mostly 46.1 µM; hits show Potency in µM | 0.64% of 320,000 active | AID 2685; active = well fitted inhibition curve with a large enough effect in the signal ratio, with a control signal flat, not every such curve was filed as active; inconclusive = small, poorly fitted or top-dose-only effect, or effect the other way, or a change in a side signal; the % refers to the signal ratio
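Laser-scanning cytometry quantifies lipid droplet accumulation (500–530 nm total intensity; droplet/cell object ratio) in oleic acid-fed (400 uM added) Drosophila S3 cells treated with a concentration series. 20 uM Triacsin C defined 100% inhibition.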
Lipid storage S3 cell count max = second read-out of Lipid storage S3, no call of its own (marks repeat the call); cell number change, %; measured here: cell count max response;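 cells counted by Cell Tracker Red CMTPX staining in the red channel; peak over a dose series mostly up to 46.1 µM; percent activity relative to internal control wells on each plate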
An asterisk follows results filed as active; i = inactive; ? = inconclusive; · = not tested or not shown. % is scaled to controls: 0 for no effect and ±100 for the full control effect; potency is read from the fitted curve at half-maximal effect.

SMILES	Lipid storage S3	Lipid storage S3 cell count max
Cc1ccc(N2C(=O)CC(c3c[nH]c4ccccc34)C2=O)cc1 (stereo not given)	11.0%	21.4
O=C(Nc1ccc(S(=O)(=O)Nc2ncccn2)cc1)C12CC3CC(CC(C3)C1)C2	?	·
COc1ccc(-c2noc(N3CCC(C(=O)NCc4ccc(Cl)cc4)CC3)n2)cc1	11.2%	-2.6
Cc1ccc(S(=O)(=O)N2CCCCC2)cc1NC(=O)c1ccc2c(c1)OCO2	12.6%	-0.2
CSc1nnc2c(n1)OC=Nc1ccccc1-2	3.9%	-11.0
Cc1c(Cl)cccc1NCC(=O)Nc1ccc(Cl)cc1F	?	·
C=CCNC(=O)NC(=O)COC(=O)[C@H](C)NS(=O)(=O)c1c(C)c(C)cc(C)c1C	?	·
CC1CCCC(NC(=O)C2CCN(S(=O)(=O)N3CCCCC3)CC2)C1C (stereo not given)	?	·
Cc1ccc(C(CC(=O)NCCCN(C)C)c2ccc(OC(C)C)cc2)cc1 (stereo not given)	?	·
O=C(Nc1ccc(F)cc1)C1CCCCC1	?	·
CC(C)OCc1c(C(=O)Nc2nccs2)oc2ccccc12	2.9%	11.6
COc1ccccc1NC(=O)c1ccc(N)cc1	?	·
O=C(COc1ccccc1Cl)NCc1ccccc1	23.9%	-8.2
O=C(NCc1cccs1)C1CCCN1C(=O)Nc1ccccc1 (stereo not given)	?	·
O=S(c1ccc2ccccc2c1)c1cnns1 (stereo not given)	?	·
CC(C)c1nnc(NC(=O)C2CCCN2C(=O)Nc2ccccc2[N+](=O)[O-])s1 (stereo not given)	-11.1%	-6.3
O=C(Cn1cnc2c(nnn2Cc2ccccc2)c1=O)N1CCCc2ccccc21	14.7%	2.0
S=C(Nc1ccc2c(c1)OCO2)Nc1ccc2c(c1)OCO2	?	·
CCc1nc(NCCN2CCOCC2)c2oc3ccccc3c2n1	?	·
O=C(O)c1ccc2c(c1)C(=O)N(CCc1ccccc1)C2=O	21.1%	20.4
O=C(O)c1nn(CC(=O)N2CCN(S(=O)(=O)c3ccc(Cl)cc3)CC2)c(=O)c2ccccc12	16.6%	-9.8
Cc1ccc(NC(=O)CNc2ccccc2CN(C)C2CCCCC2)cc1	?	·
Cc1nc(Cl)c2c(n1)NC1=C(O2)C(=O)CCC1	-9.1%	·
CC(=O)NC1C2CN3CCN(C2)CC1(Cc1ccccc1)C3 (stereo not given)	10.5%	2.0
O=C1CCC(C(=O)N2CCCO2)CN1Cc1cccc(C(F)(F)F)c1 (stereo not given)	?	·
COc1cc(-c2nc3ccccn3c2/N=C/c2cc(OC)c(O)cc2Cl)ccc1O	?	·
NC(=O)c1ccsc1NC(=O)COc1ccccc1	?	·
O=C1c2ccccc2C(=O)N1CCCCN(C(=O)c1cc2ccccc2oc1=O)c1ccc(Cl)cc1	7.8%	-2.4
O=C(O)c1ccccc1Nc1ccc([N+](=O)[O-])cc1	?	·
CC(=O)N1C2CCCCC2S[C@H]2CCCCC21 (stereo not given in full)	1.2%	-13.7
COc1cc(C(=O)N2CCC(c3nc(-c4cccnc4)no3)CC2)cc(OC)c1OC	i	·
CO/N=C/C(NC(=O)c1ccc(C(F)(F)F)cc1)C(=O)OC (stereo not given)	?	·
C=CCn1c(CNS(=O)(=O)c2ccc(Br)cc2)nnc1SC	17.4%	26.1
COc1ccccc1CN(C(=O)c1ccco1)C(C(=O)NC1CCCC1)c1ccncc1 (stereo not given)	?	·
O=C(Nc1ccnn1C1CCN(Cc2ccc(CO)o2)CC1)c1ccc2c(c1)OCO2	?	·
O=C(Nc1nc(-c2cccc([N+](=O)[O-])c2)cs1)C(c1ccccc1)c1ccccc1	?	·
COc1ccc(OC)c(NC(=O)Nc2cc(NC(=O)Nc3cc(OC)ccc3OC)c(C)nc2C)c1	?	·
O=C1c2ccccc2C(=O)c2c1cccc2-n1nnc2ccccc21	?	·
Cc1cccc(C)c1NC(=O)CN(C)S(=O)(=O)c1ccc(-c2ccc(=O)[nH]n2)s1	i	-32.0
Cc1cccc(NC(=O)NNC(=O)c2nn(C)cc2Br)c1	?	·
Oc1ccc(C(c2nnnn2C2CCCCC2)N2CCOCC2)cc1 (stereo not given)	1.1%	2.6
c1ccc(-c2nc(N3CCNCC3)nc3ccccc23)cc1	?	·
O=C(Cc1c[nH]c2ccccc12)NNC(=O)c1ccccc1	1.0%	1.2
Cc1c(C#N)c2ccccc2n1C	?	·
O=C(c1ccco1)N1CCN(Cc2nnnn2C2CCCCC2)CC1	?	·
Cc1ccc(-c2c3c(=O)n(C)c(=O)n(C)c3cn2Cc2ccccc2)cc1	?	·
O=C(Cc1ccccc1)N1CCN=C1SCc1cccc([N+](=O)[O-])c1	10.4%	16.2
CCOc1ccc(N(C(=O)CNC(=O)c2ccco2)C(C(=O)NC2CCCC2)c2ccncc2)cc1 (stereo not given)	-14.7%	-6.0
CS(=O)(=O)N1CC2CCCN2c2ccc(C(F)(F)F)cc21 (stereo not given)	?	·
COc1cc(SC)ccc1C(=O)OC1CCOC1=O (stereo not given)	?	·
COc1ccc(OCCn2ccnc2C)cc1	22.5%	15.2
Cc1oc(-c2ccccc2Cl)nc1CS(=O)CC(=O)NC1CC1 (stereo not given)	?	·
O=C(NCC1CCCO1)c1cc(C(=O)C2CC2)c[nH]1 (stereo not given)	?	·
COCCCN(C(=S)NC(=O)C12CC3CC(CC(C3)C1)C2)c1c(N)n(Cc2ccccc2)c(=O)[nH]c1=O	?	·
Cc1ccccc1NC(=O)COc1ccc2c(c1)OC(C)(C)CC2=O	6.0%	2.6
Cn1ncc(Cl)c1C(=O)Nc1nnc(C2CC2)s1	i	4.1
O=C(CSc1n[nH]c(-c2ccccc2)n1)c1ccc(O)c(O)c1	?	·
O=C(CCCc1nc(-c2ccc(Cl)cc2)no1)NC1CCCC1	i	-17.3
O=C(NCCOC(=O)c1ccc(Cl)cc1)c1cccnc1	?	·
CN(c1ccccc1)c1ccc(/C=N/NC(=O)CC#N)cc1	77.1%	-9.6
Other entries:
SMILES	Lipid storage S3	Lipid storage S3 cell count max
COc1ccccc1NC(=O)C(C)N1C(=O)C2CCCCC2C1=O (stereo not given)	?	·
COc1ccc2c(c1)CCc1cc(C(=O)N3CCN(c4ccc(N5CCOCC5)nn4)CC3)sc1-2	?	·
CC(=O)Nc1c(O)nc(SCC(=O)Nc2sc3c(c2C#N)CCCCCC3)[nH]c1=O	i	-8.1
COc1ccc(CCNC(=O)C/C(C)=N/NC(=O)C2CCCCC2)cc1OC	?	·
Cc1ccc(S(=O)(=O)N2CCC(C(=O)N3CCC[C@H]3C(=O)NCc3ccccc3)CC2)cc1	?	·
Cc1ccc(S(=O)(=O)NCCCCCC(=O)NCCc2ccccc2)cc1	?	·
O=C(CCCc1ccccc1)NCCCc1ccccc1	?	·
CCC(=O)c1ccc(OCC(=O)Nc2cccc(S(=O)(=O)N(C)c3ccccc3)c2)cc1	?	·
O=C(CN1CCN(Cc2ccc(F)cc2)CC1)NCCc1ccccc1	i	4.7
O=C(COc1ncnc2ccccc12)c1ccc(Cl)cc1	?	·
CCOC(=O)N1CCN(CCC(=O)Nc2ccc(OC)cc2OC)CC1	5.3%	18.5
Cc1ccn2cc(CCNS(=O)(=O)c3ccc4c(c3)CCCC4)nc2c1	-1.2%	·
O=C(Nc1ccccc1)c1cccc(N2C(=O)CCC2=O)c1	?	·
Cc1ccc(-c2c(C(=O)NCc3ccccc3)oc(=O)c3ccccc23)cc1	?	·
O=C(CCS(=O)(=O)c1ccccc1F)Nc1ccc(N2CCN(Cc3ccccc3)CC2)cc1	-3.6%	4.4
CCOC(=O)CN(C(=O)CN1CCC(n2nnc3cc(C)ccc32)CC1)c1ccccc1	i	·
CCN(CC)S(=O)(=O)c1ccc(C(=O)Oc2coc(CSc3nc(C)cc(C)n3)cc2=O)cc1	3.3%	20.5
Cc1nc(S/C(=C/c2ccc(-c3cc(Cl)ccc3C)o2)C(=O)O)n[nH]1	10.6%	4.1
CC(C)CCn1nnnc1C(C(C)C)N1CCC(C(N)=O)CC1 (stereo not given)	-7.7%	1.2
COc1ccc2c(c1)-c1nc(N)sc1CC2	-3.9%	-17.0
Fc1ccc(CSc2nnc3ccc(-c4ccncc4)nn23)cc1	-13.8%	7.1
O=C1CC(N2CCOCC2)C(=O)N1CCN1C(=O)CC(N2CCOCC2)C1=O (stereo not given)	?	·
CCOc1ncccc1C(=O)N(C)CC(=O)Nc1ccc(C)cc1	16.7%	0.0
CN1CCN(NC(=O)C23CC4CC(CC(C4)C2)C3)CC1	5.5%	0.7
COc1cccc(NC(=S)N/N=C2/CCCCc3ccccc32)c1	-0.8%	-3.4
CCCCn1c(-c2csc3c2CCC(C)C3)n[nH]c1=S (stereo not given)	?	·
COc1ccc(OCC(=O)Nc2ccccc2OC)cc1	i	·
C=CCNC(=O)CN1C(=O)NC(C)(c2ccc(OC)cc2)C1=O (stereo not given)	i	-11.1
O=C(CCN1CCN(c2ccccc2)CC1)Nc1cccc(Br)c1	?	·
O=C(CCc1ccccc1)Nc1nnc(-c2ccc3c(c2)CCCC3)o1	?	·
CCOn1c(=O)c(-c2ccc(OC)cc2)[n+]([O-])c2ccccc21	?	·
Cc1nn(C)c(C(=O)N/N=C/c2cccnc2)c1Cl	?	·
CC1CCCCC1NC(=O)c1cn(C)c2ccc(S(=O)(=O)N3CCOCC3)cc2c1=O (stereo not given)	?	·
O=C(CN1CCN(S(=O)(=O)c2cccs2)CC1)NCC1CCCCC1	?	·
CC(C)c1ccc(NC(=O)C2C3C=CC4(O3)C2C(=O)N(CCN2CCOCC2)C4C(=O)NC2CCCCC2)cc1 (stereo not given)	i	12.2
COC(=O)Nc1ccc(S(=O)(=O)NC2CCCCC2)cc1	?	·

Molecules above that have a nitro group on carbon (4):
SMILES	Lipid storage S3	Lipid storage S3 cell count max
CC(C)c1nnc(NC(=O)C2CCCN2C(=O)Nc2ccccc2[N+](=O)[O-])s1 (stereo not given)	-11.1%	-6.3
O=C(O)c1ccccc1Nc1ccc([N+](=O)[O-])cc1	?	·
O=C(Nc1nc(-c2cccc([N+](=O)[O-])c2)cs1)C(c1ccccc1)c1ccccc1	?	·
O=C(Cc1ccccc1)N1CCN=C1SCc1cccc([N+](=O)[O-])c1	10.4%	16.2

Next section:
SMILES	Lipid storage S3	Lipid storage S3 cell count max
CN(C(=O)CSCC(=O)O)C1CCCCC1	-20.2%	4.4
CCCCn1c(N)c(N(CCOC)C(=O)c2ccc(N3CCCC3)c([N+](=O)[O-])c2)c(=O)[nH]c1=O	?	·
Cc1ccc(C)c(NC(=O)CNC(=O)N2CC(=O)Nc3ccccc32)c1	?	·
Cc1cccc(C(=O)Nc2ccccc2SCC(=O)Nc2ccc(C)c(Cl)c2)c1	?	·
O=C(NCC(=O)N(Cc1cccs1)C(C(=O)NC1CCCCC1)c1ccco1)c1ccco1 (stereo not given)	-0.2%	9.6
CCc1ccc(NC(=O)COC(=O)c2ccc(Cl)c(S(=O)(=O)N3CCCCCC3)c2)cc1	8.1%	-3.5
C=CCc1c(C)[nH]c2ccc(C)cc2c1=O	i	·
O=C(CCCCl)Nc1c2c(nn1-c1ccccc1)CSC2	?	·
O=C(CSc1nnc(-c2cccnc2)n1Cc1ccccc1)N1CCOCC1	?	·
CCC1(c2ccc(Cl)cc2)NC(=O)N(CC(=O)NC2CCCC(C)C2C)C1=O (stereo not given)	?	·
CCC1(c2ccccc2)NC(=O)N(CC(=O)Nc2cccc(C#N)c2)C1=O (stereo not given)	i	-0.8
COc1ccc(C(=O)CSc2nnc(-c3ccc(S(=O)(=O)N4CCOCC4)cc3)o2)cc1	?	·

In a second layout: results already given
Under each structure – Lipid storage S3 | Lipid storage S3 cell count max
- Cc1cccc(C(=O)Nc2ccccc2SCC(=O)Nc2ccc(C)c(Cl)c2)c1
 : ? | ·
- O=C(CSc1nnc(-c2cccnc2)n1Cc1ccccc1)N1CCOCC1
 : ? | ·
- O=C(NCC(=O)N(Cc1cccs1)C(C(=O)NC1CCCCC1)c1ccco1)c1ccco1 (stereo not given)
 : -0.2% | 9.6
- COc1ccc(C(=O)CSc2nnc(-c3ccc(S(=O)(=O)N4CCOCC4)cc3)o2)cc1
 : ? | ·
- O=C(CCCCl)Nc1c2c(nn1-c1ccccc1)CSC2
 : ? | ·
- Cc1ccc(C)c(NC(=O)CNC(=O)N2CC(=O)Nc3ccccc32)c1
 : ? | ·

Next part:
SMILES	Lipid storage S3	Lipid storage S3 cell count max
Cc1cc(NC(=O)/C=C/c2ccco2)ccc1NC(=O)c1ccccc1	-9.4%	-15.1
COc1ccc(/C=N/NC(=O)c2ccc3c(c2)OCO3)c(C(=O)O)c1OC	13.0%	14.5
CC(=O)Nc1ccc(NC(=O)C/C(C)=N/NC(=O)C(=O)Nc2ccc(C)c(Cl)c2)cc1	?	·
Cc1cc(C(=O)N/N=C/c2cc([N+](=O)[O-])cc(C)c2O)n[nH]1	-10.7%	24.5
CNC(=S)NNC(=O)Cc1ccc(OC)c(OC)c1	?	·
COC(=O)[C@@H]1C(c2ccccc2)(c2ccccc2)[C@@]1(C)C(=O)OC	?	·
N#CC1(c2ccccc2)CCC(=NNS(=O)(=O)c2ccccc2)CC1 (stereo not given)	?	·
O=C(c1cc(F)ccc1F)C1CCCN(C(=O)CSc2ccccn2)C1 (stereo not given)	14.1%	-0.1
Cc1cc(C)n(-c2nc3c(c(=O)[nH]c(=O)n3C)n2CC(O)COc2ccc(Cl)cc2Cl)n1 (stereo not given)	6.7%	-1.2
CCOC(=O)c1ccc(NC(=S)NN2CCN(C)CC2)cc1	?	·

Not all compounds are listed, so the mix of outcomes need not match the whole.
